Assay outcomes from PubChem.
p-CIP stab down: p/CIP protein destabilization. decrease of EGFP signal, % at 10 µM. F442A p/CIP-EGFP cells, EGFP fluorescence, 16 h. AID 1984. Q05BA5. 290,000 compounds, 0.01% hits;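 active = EGFP signal decrease of at least 30% at 10 µM or well 3 SD below plate mean, unless failing retest; inactive = the rest, including hits failing retest or dose response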; also: some compounds called inactive have numbers as strong as hits; many of its hits are not listed in these tables
IDE cell activ: activators of human insulin-degrading enzyme in cells; P14735; HEK cells, FAbeta-B cleavage, fluorescence polarization; 0% vehicle, 100% cell-free pure enzyme wells; activation, % at 5.96 µM; 340,000 compounds, 0.073% hits; AID 493087;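 active = activation above the mean of all tested compounds plus 3 SD, set per screening campaign, cut at about 17% in these data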
UBC9 SUMO inh: blocks human SUMOylation mediated by UBC9; inhibition, % at 35 µM; P63279; AID 2006; 290,000 compounds, 0.36% hits; HTRF SUMOylation assay, SAE1/SAE2 + UBC9, in vitro; in the data active = inhibition above about 50%, passing the limit was not always enough; inconclusive = no clear call, values can overlap the other calls; also: strong numbers were not always called active
Target sequence (P63279 whole entry, looked up): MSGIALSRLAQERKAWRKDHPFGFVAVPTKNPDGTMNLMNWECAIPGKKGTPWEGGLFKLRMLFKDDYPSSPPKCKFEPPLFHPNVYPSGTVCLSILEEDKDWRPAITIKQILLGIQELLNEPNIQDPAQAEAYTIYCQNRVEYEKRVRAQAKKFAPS
PfM18AAP inh: PfM18AAP enzyme inhibition. recombinant PfM18AAP, H-Glu-NHMec fluorogenic cleavage. inhibition, % at 7.35 µM. 290,000 compounds, 1.2% hits. AID 1822;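 active = inhibition above the campaign mean inhibition over all tested compounds plus 3 SD, cut at about 28% in these data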;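 also: 0% = plate median of test compound wells and 100% = 2 mM ZnCl2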
MEKK3 PB1 HTS: MEKK3-MEK5 PB1 interaction, increase or decrease; Q99759; bead-based flow cytometry, Alexa488-MEK5 binding to MEKK3; actives lie on both sides; 0 = blocked by unlabeled MEK5, 100 = vehicle; binding response (% of control), % at 10 µM; 290,000 compounds, 1.4% hits; AID 1529;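 active = binding response more than 3 SD above or below the average of its plate-row segment, actives on both sides; inconclusive = wells at one plate position flagged as instrument error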;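 also: Alexa488 bead fluorescence after subtracting the streptavidin-only scavenger bead signal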
Target sequence (Q99759 whole entry, looked up): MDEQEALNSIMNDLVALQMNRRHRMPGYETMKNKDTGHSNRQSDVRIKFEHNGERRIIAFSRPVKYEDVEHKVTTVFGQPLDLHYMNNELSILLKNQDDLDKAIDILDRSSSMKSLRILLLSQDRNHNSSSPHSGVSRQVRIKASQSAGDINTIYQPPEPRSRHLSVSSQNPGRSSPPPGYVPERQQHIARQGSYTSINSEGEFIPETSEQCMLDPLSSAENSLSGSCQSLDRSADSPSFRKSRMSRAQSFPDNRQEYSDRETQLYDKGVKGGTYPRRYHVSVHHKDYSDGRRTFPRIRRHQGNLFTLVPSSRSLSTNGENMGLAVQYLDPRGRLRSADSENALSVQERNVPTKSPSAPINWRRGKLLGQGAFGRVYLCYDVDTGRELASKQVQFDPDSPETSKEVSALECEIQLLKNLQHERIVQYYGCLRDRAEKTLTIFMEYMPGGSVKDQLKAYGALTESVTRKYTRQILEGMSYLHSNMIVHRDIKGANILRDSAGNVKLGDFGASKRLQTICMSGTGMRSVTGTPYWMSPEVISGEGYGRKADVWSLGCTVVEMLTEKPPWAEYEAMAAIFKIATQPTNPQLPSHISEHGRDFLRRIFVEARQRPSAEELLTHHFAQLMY
MEKK2wt PB1 HTS: raises or lowers MEK5 binding to wildtype human MEKK2 PB1 domain; 290,000 compounds, 1.1% hits; bead flow cytometry, Alexa488-MEK5 binding to MEKK2 WT; actives lie on both sides; Q9Y2U5; AID 1531; binding response (% of control), % at 10 µM; in the data active = binding response below about 67% or above about 130%; inconclusive = no clear call, values can overlap the other calls; inactive = in between
IDE inh: inhibitors of human insulin-degrading enzyme in cells. HEK cells, FAbetaB cleavage, fluorescence polarization. inhibition, % at 5.59 µM. 320,000 compounds, 0.41% hits;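 active = percent inhibition above the average of all tested compounds plus 3 SD, set per screening campaign, cut at about 16% in these data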;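 also: IDE supplied by intact live HEK cells; FP after avidin binding of uncleaved biotin substrate so inhibition keeps polarization high; 0% = DMSO wells and 100% = 60 µM reference IDE inhibitor Ii1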
NALP1 inh: blocks the NALP1 inflammasome reconstituted in yeast; inhibition, % at 10 µM; AID 2071; 280,000 compounds, 0.61% hits; S. cerevisiae NALP1/ASC/caspase-1 growth, X-gal OD620, 72 h; in the data active = inhibition mostly above about 24%, no sharp cut-off; inactive = mostly below about 32%; also: some compounds called inactive have numbers as strong as hits
MEKK2 mut-MEK5: signal of MEK5 binding to mutant human MEKK2 PB1 domain | AID 1530 | bead flow cytometry, Alexa488-MEK5 binding to MEKK2 mutant | 290,000 compounds, 0.35% hits | percent response, % at 10 µM; in the data active = percent response above about 24%, passing the limit was not always enough; also: inactives centre near 1; some results filed as inactive read as strong as hits; reference of the scale not given here
* = called active by the depositor; ? = inconclusive; . = not tested or not shown.

SMILES	p-CIP stab down	IDE cell activ	UBC9 SUMO inh	PfM18AAP inh	MEKK3 PB1 HTS	MEKK2wt PB1 HTS	IDE inh	NALP1 inh	MEKK2 mut-MEK5
Cc1nc(N=Nc2ccc(O)cc2)n[nH]1	-1.9	5.0	-13.6	5.4	100.0	99.0	2.9	.	-4.0
Cc1ccc2oc(=O)c3cnn(CC(=O)NC4CCN(Cc5ccccc5)CC4)c3c2c1	-9.9	-4.3	9.1	-10.8	109.0	115.0	2.2	-4.4	13.0
Cn1c(CSCc2ccc(F)cc2)nnc1SCC(=O)Nc1nccs1	-15.7	6.5	3.6	-4.2	103.0	104.0	1.9	13.7	1.0
Cc1cccc(N2CCN(C(=O)n3ccnc3)CC2)c1C	2.5	0.6	6.1	-3.1	96.0	92.0	1.8	7.7	-5.0
Cc1nc(Nc2ccc(S(=O)(=O)N3CCCC3)cc2)c2nnn(Cc3ccccc3)c2n1	-12.9	8.2	-24.4	-5.0	108.0	103.0	-2.9	28.3	0.0
COC(=O)CSc1nnc(CNC(=O)c2cccs2)n1-c1cccc(C)c1	-4.8	5.1	22.5	-0.6	104.0	95.0	.	14.4	2.0
CC(=O)c1ccc(-c2nc3ccccc3n2C)o1	10.3	5.4	?	-5.0	.	.	-0.3	-0.7	.
Cc1cccc(N2CCN(C(=O)c3ccc(NC4=NC5CS(=O)(=O)CC5S4)cc3)CC2C)c1 (stereo not given)	3.5	-5.2	.	5.4	101.0	97.0	4.6	-10.4	0.0
O=C(O)CCn1ccc2cc(S(=O)(=O)N3CCCCCC3)ccc21	-9.7	6.4	0.5	-14.3	101.0	97.0	-1.2	18.4	-3.0
CCOC(=O)C1CCCN(CC(=O)Nc2c(C(=O)OC)[nH]c3ccc(Br)cc23)C1 (stereo not given)	8.3	1.2	-20.8	-1.3	98.0	99.0	-1.6	20.9	-3.0
CCOC(=O)N1CCN(c2ccc(N3C(=O)CCCC3=O)cc2[N+](=O)[O-])CC1	-7.6	8.9	9.5	-1.6	102.0	100.0	-2.8	15.3	-2.0
CCOC(=O)C1=C(CC)Nc2ccccc2N/C1=N\S(=O)(=O)c1ccc2ccccc2c1	5.3	1.5	1.1	4.5	113.0	106.0	-1.9	7.8	0.0
Cc1nc(SCC(=O)CC(=O)OC(C)C)c(C#N)c(C)c1C	-14.0	-7.6	1.1	1.3	102.0	101.0	4.9	1.9	0.0
O=C(CSc1nc2ncc(Cl)cc2[nH]1)N(Cc1ccccc1)C1CCS(=O)(=O)C1 (stereo not given)	-5.2	2.3	7.8	-10.1	102.0	97.0	-0.4	11.5	-3.0
Cc1nn(Cc2ccccc2)c(C)c1NC(=O)CCCn1nc(C)c([N+](=O)[O-])c1C	-2.9	2.0	-10.0	1.3	103.0	95.0	-1.8	9.7	11.0
CC(Sc1ccc2c(c1)OCCO2)C(=O)Nc1ccc2c(c1)OCO2 (stereo not given)	-4.2	-2.7	17.2	8.8	107.0	104.0	8.1	8.7	0.0
Cc1nn(C)cc1CN(C)C(=O)CC12CC3CC(CC(C3)C1)C2	-8.8	-0.3	-7.1	-2.4	97.0	104.0	-1.4	25.4	2.0
Cc1c(C(=O)OCC(=O)N2CC(C)OC(C)C2)oc2ccc(Br)cc12 (stereo not given)	-6.8	4.1	-1.7	-14.6	92.0	92.0	0.1	1.4	1.0
CCOc1ccccc1N(CC(=O)OC)S(C)(=O)=O	-5.4	0.8	23.2	-1.0	92.0	95.0	5.6	1.9	-2.0
O=C(CSc1nnnn1-c1cccc2c1CCCC2)N1CCCCC1	-54.4	1.8	3.5	3.9	110.0	105.0	3.3	-14.8	10.0
CS(=O)c1ccccc1COC(=O)Nc1ccccc1 (stereo not given)	3.9	6.6	1.2	-3.8	99.0	94.0	1.3	3.6	-5.0
O=C(N=C1SC2CS(=O)(=O)CC2N1Cc1ccc(F)cc1)C1CC1 (stereo not given)	-15.7	5.6	14.2	-4.8	100.0	100.0	1.7	1.9	6.0
O=C(CCSc1ccccc1)Nc1nnc(-c2ccccc2)o1	-0.6	-5.7	10.2	1.4	109.0	114.0	-3.9	-11.9	12.0
CCCC(=NCCc1c(C)[nH]c2ccccc12)C1=C(O)CC(c2ccccc2)CC1=O (stereo not given)	-2.7	-6.8	-23.1	2.5	105.0	99.0	0.7	19.0	-1.0
Cc1ccc(-c2ccc(OCC(=O)N3CCOCC3)cc2)cc1	-2.8	-2.5	7.8	-8.9	102.0	102.0	3.6	11.0	3.0
CC(Nc1nc(-c2cccnc2)nc2ccccc12)c1ccc(F)cc1 (stereo not given)	-10.3	-4.1	4.5	-10.6	104.0	116.0	3.3	22.7	10.0
CN(C)/C=N/c1ncn(-c2ncc(C(F)(F)F)cc2Cl)n1	-0.4	1.4	13.4	1.1	102.0	96.0	3.3	10.5	-5.0
Cn1cccc1CC(=O)NNC(=O)Nc1ccc(F)cc1	-7.2	0.6	-10.0	10.4	147.0*	109.0	5.5	15.9	-1.0
O=C(c1ccc(N2CCCC2=O)cc1)N1CCCCCC1	-13.6	0.8	-0.8	-6.2	114.0	117.0	4.1	4.7	3.0
O=C(Nc1ccc(Cl)cc1)C1CCCN(c2ncnc3c2nc2n3CCCCC2)C1 (stereo not given)	1.3	3.1	1.4	5.5	100.0	98.0	5.7	9.7	-3.0

14 entries out of the list, arranged by molecular weight, falling:
SMILES	p-CIP stab down	IDE cell activ	UBC9 SUMO inh	PfM18AAP inh	MEKK3 PB1 HTS	MEKK2wt PB1 HTS	IDE inh	NALP1 inh	MEKK2 mut-MEK5
O=C(CSc1nc2ncc(Cl)cc2[nH]1)N(Cc1ccccc1)C1CCS(=O)(=O)C1 (stereo not given)	-5.2	2.3	7.8	-10.1	102.0	97.0	-0.4	11.5	-3.0
O=C(Nc1ccc(Cl)cc1)C1CCCN(c2ncnc3c2nc2n3CCCCC2)C1 (stereo not given)	1.3	3.1	1.4	5.5	100.0	98.0	5.7	9.7	-3.0
CCCC(=NCCc1c(C)[nH]c2ccccc12)C1=C(O)CC(c2ccccc2)CC1=O (stereo not given)	-2.7	-6.8	-23.1	2.5	105.0	99.0	0.7	19.0	-1.0
Cc1nn(Cc2ccccc2)c(C)c1NC(=O)CCCn1nc(C)c([N+](=O)[O-])c1C	-2.9	2.0	-10.0	1.3	103.0	95.0	-1.8	9.7	11.0
CC(Sc1ccc2c(c1)OCCO2)C(=O)Nc1ccc2c(c1)OCO2 (stereo not given)	-4.2	-2.7	17.2	8.8	107.0	104.0	8.1	8.7	0.0
O=C(CSc1nnnn1-c1cccc2c1CCCC2)N1CCCCC1	-54.4	1.8	3.5	3.9	110.0	105.0	3.3	-14.8	10.0
CC(Nc1nc(-c2cccnc2)nc2ccccc12)c1ccc(F)cc1 (stereo not given)	-10.3	-4.1	4.5	-10.6	104.0	116.0	3.3	22.7	10.0
O=C(CCSc1ccccc1)Nc1nnc(-c2ccccc2)o1	-0.6	-5.7	10.2	1.4	109.0	114.0	-3.9	-11.9	12.0
CN(C)/C=N/c1ncn(-c2ncc(C(F)(F)F)cc2Cl)n1	-0.4	1.4	13.4	1.1	102.0	96.0	3.3	10.5	-5.0
Cc1nn(C)cc1CN(C)C(=O)CC12CC3CC(CC(C3)C1)C2	-8.8	-0.3	-7.1	-2.4	97.0	104.0	-1.4	25.4	2.0
Cc1ccc(-c2ccc(OCC(=O)N3CCOCC3)cc2)cc1	-2.8	-2.5	7.8	-8.9	102.0	102.0	3.6	11.0	3.0
Cn1cccc1CC(=O)NNC(=O)Nc1ccc(F)cc1	-7.2	0.6	-10.0	10.4	147.0*	109.0	5.5	15.9	-1.0
CS(=O)c1ccccc1COC(=O)Nc1ccccc1 (stereo not given)	3.9	6.6	1.2	-3.8	99.0	94.0	1.3	3.6	-5.0
O=C(c1ccc(N2CCCC2=O)cc1)N1CCCCCC1	-13.6	0.8	-0.8	-6.2	114.0	117.0	4.1	4.7	3.0

Next compounds follow:
SMILES	p-CIP stab down	IDE cell activ	UBC9 SUMO inh	PfM18AAP inh	MEKK3 PB1 HTS	MEKK2wt PB1 HTS	IDE inh	NALP1 inh	MEKK2 mut-MEK5
Cc1noc(C)c1C(=O)Nc1cccc2ncccc12	2.9	4.3	7.8	3.4	103.0	102.0	-1.8	4.9	2.0
COc1cc(CNC2CCCC2)c(Br)cc1OC1CCCC1	-2.3	-0.1	-1.9	-8.7	114.0	109.0	2.5	0.7	0.0
COc1ccc(C(=O)Nc2cc(C)c(NC(=O)c3ccccc3OC)cn2)cc1	-8.2	-7.3	13.6	4.3	104.0	105.0	8.8	16.5	6.0
Cc1ccc(NC(=O)CNCc2ccccc2)cc1Br	1.6	-5.0	2.0	2.4	111.0	113.0	-3.6	8.2	0.0
c1ccc(OCc2nc(-c3ccncc3)no2)cc1	-25.9	3.3	9.9	1.7	104.0	93.0	-3.0	17.6	-7.0
CN(C)/C=C1/Sc2ccccc2C1=O	-10.2	3.2	-6.9	-0.3	103.0	106.0	2.2	-3.9	7.0
CC(C)Cc1nnc(NC(=O)CCC(=O)NC2CC2)s1	3.3	0.0	-7.5	-0.1	101.0	98.0	-6.9	37.6*	-1.0
O=C(O)CCC(=O)NNC(=O)c1cccc(Cl)c1	0.8	-1.7	7.4	1.1	102.0	98.0	0.9	-43.2	-2.0
COc1ccc([N+](=O)[O-])cc1NCc1ccccc1C	6.0	0.4	8.9	0.4	100.0	100.0	4.2	-1.5	0.0
CCn1cc(CCCC(=O)NCc2cccnc2)c2ccccc21	-1.9	1.8	16.3	-7.4	108.0	110.0	.	16.3	13.0
CC(C)[C@H](Nc1nc(-c2ccccc2)nc2c1oc1ccccc12)C(=O)O	5.5	5.6	13.4	1.9	.	.	-0.9	-11.3	.
O=S(=O)(c1ccc(Cl)cc1)n1c(Cc2ccccc2)nc2ccccc21	7.3	2.0	5.1	3.2	109.0	106.0	2.7	-43.5	-1.0
CCCCc1cc(=O)oc2c(CN3CCCC3)c(O)c(Cl)cc12	0.1	-5.3	45.8	-1.2	103.0	105.0	1.7	3.8	5.0
Cc1cccc(C(=O)NNC(=O)c2ccccc2-n2cccc2)c1	4.5	-1.1	2.4	-2.1	99.0	94.0	1.6	-7.5	-4.0
CCn1c(SCC(=O)NC2CCCCC2)nnc1-c1ccco1	-7.0	2.8	10.1	-7.1	101.0	97.0	-9.1	-6.4	-3.0
CC(C)N1C(=O)N(c2ccccc2)C(C)(O)CC1(C)C (stereo not given)	-6.1	4.1	9.4	-1.4	105.0	100.0	4.0	12.5	1.0
CC(C)NC(=S)N/N=C/c1cccs1	-5.0	7.9	16.3	4.4	102.0	103.0	-1.2	-4.9	0.0
CC(C)NC(=O)C(=O)NCc1ccccn1	9.9	1.2	-1.0	2.5	102.0	103.0	-0.1	.	5.0
CCOc1ccc(OCC)c(NC(=O)CN(C)S(=O)(=O)c2cnc[nH]2)c1	-1.8	10.4	4.7	-1.3	99.0	103.0	2.5	8.5	7.0
Cc1ccccc1Cn1nc(C)c(NC(=O)C2c3ccccc3Oc3ccccc32)c1C	5.5	0.7	24.2	-3.1	99.0	97.0	7.9	15.4	-3.0

A portion of the library; the hit share may differ from the screen's.
